D1 ag: Allosteric Agonists of the Human D1 Dopamine Receptor: qHTS; HEK293 T-REx D1 cells, calcium flux, agonist mode; hit rate 1% among 360,000; D(1A) dopamine receptor (Homo sapiens), P21728; activation, % at 2 µM; in the data active = activation above about 30%; also: 0% is about no effect
Target sequence (P21728 whole entry, looked up): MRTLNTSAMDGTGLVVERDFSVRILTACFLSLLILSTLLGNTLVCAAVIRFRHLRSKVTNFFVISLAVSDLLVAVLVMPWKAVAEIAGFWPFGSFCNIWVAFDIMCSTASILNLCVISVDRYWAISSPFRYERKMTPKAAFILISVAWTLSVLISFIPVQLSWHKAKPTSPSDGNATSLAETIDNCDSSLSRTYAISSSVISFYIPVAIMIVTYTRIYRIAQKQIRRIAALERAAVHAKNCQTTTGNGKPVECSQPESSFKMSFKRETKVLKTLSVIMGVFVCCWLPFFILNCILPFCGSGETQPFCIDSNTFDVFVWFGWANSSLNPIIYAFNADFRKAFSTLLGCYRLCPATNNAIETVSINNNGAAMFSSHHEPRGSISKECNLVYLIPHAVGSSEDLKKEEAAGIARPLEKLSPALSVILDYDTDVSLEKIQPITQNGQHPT
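Inducible HEK293 T-REx D1 cells, force-coupled to calcium signalling, were plated at 4000 cells/well with tetracycline and held overnight at 30 C. After no-wash calcium dye loading, compound-evoked calcium rise over 180 s flagged agonists.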
D2 potentiator: HTS Assay for Positive Allosteric Modulators of the Human D2 Dopamine Receptor: Primary Screen for Potentiators; D(2) dopamine receptor (Homo sapiens), P14416; HEK293 T-REx D2, calcium flux, EC20 dopamine potentiation; potentiation, % at 10 µM; hit rate 0.34% among 340,000; AID 485347, 2010;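 active = potentiation over 3 SD above the plate norm, cut at about 30% in these data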; also: 0% is about no effect
Target sequence (P14416 whole entry, looked up): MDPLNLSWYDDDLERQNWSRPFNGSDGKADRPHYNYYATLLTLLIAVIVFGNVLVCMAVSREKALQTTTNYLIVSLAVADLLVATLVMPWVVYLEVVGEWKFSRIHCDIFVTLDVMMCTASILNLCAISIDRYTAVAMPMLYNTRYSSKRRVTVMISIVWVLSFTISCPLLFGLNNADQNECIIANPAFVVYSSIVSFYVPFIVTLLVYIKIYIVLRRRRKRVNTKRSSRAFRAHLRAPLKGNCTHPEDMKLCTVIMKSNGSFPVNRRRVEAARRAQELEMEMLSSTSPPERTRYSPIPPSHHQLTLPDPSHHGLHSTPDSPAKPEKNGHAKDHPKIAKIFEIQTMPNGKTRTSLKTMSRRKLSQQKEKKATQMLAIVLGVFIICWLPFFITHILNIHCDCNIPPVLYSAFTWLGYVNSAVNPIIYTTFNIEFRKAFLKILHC
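Tetracycline-induced HEK293 T-REx cells force-coupled to calcium signalling expressed D2; compounds were pin-added after a 10 s baseline, read kinetically 180 s, then an EC20 dopamine challenge followed with a further 180 s calcium read.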
RXFP1 ag: qHTS Assay for Agonists of the Relaxin Receptor RXFP1 | Potency, µM (titrated, usually from 57.5 µM), inactives show at the highest dose activation, most hits filed as activators | HEK293T-RXFP1 cAMP TR-FRET, 30 min; response scale: percent of porcine relaxin response, buffer zero | hit rate 0.3% among 370,000 | Relaxin receptor 1 (Homo sapiens), Q9HBX9; also: potency is read from the fitted curve at half-maximal effect; % is scaled to controls: 0 for no effect and ±100 for the full control effect; nearly all actives have a fitted effect of over 60% in size; many of its hits are not listed in these tables
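cAMP rise read by TR-FRET after 30 min, 37C compound exposure (up to 58 uM) in RXFP1-transfected HEK293 cells with Ro 20174 present. EC50 from Hill-equation fits, with 29 nM porcine relaxin as 100% and buffer as basal.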
TRHR ag: qHTS for Small Molecule Agonists and Allosteric Enhancers of Human TRH Receptor: Primary Screen for Agonists; TRHR cells, calcium flux fluo-8, FDSS agonist mode; activation, % at 2 µM; hit rate 0.18% among 360,000; AID 493084, 2011; in the data active = activation above about 30%; also: 0% is about no effect
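Fluo-8-loaded TRHR cells; 10 s baseline, compound added, kinetic Ca2+ fluorescence read 1/s, agonist mode.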
TRHR PAM: qHTS for Small Molecule Agonists and Allosteric Enhancers of Human TRH Receptor: Primary Screen for Enhancers; Thyrotropin-releasing hormone receptor (Homo sapiens), P34981; TRHR cells, fluo-8 calcium fluorescence, EC20 TRH enhancement; enhancement, % at 2 µM; hit rate 0.66% among 360,000; in the data active = enhancement above about 30%; also: 0% is about no effect
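Enhancer read-out: after compound pinning and an initial kinetic agonist-mode read, an EC20 of TRH (10 nM final) was injected and fluo-8 calcium signal (Ex 480/Em 530) followed at 1 s/cycle for 100 cycles in TRHR-expressing cells.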
RXFP1 antag: qHTS Assay for Antagonists of the Relaxin Receptor RXFP1; AID 1259400, 2018; HEK293-RXFP1, relaxin-stimulated cAMP HTRF, 30 min; active compounds read low; hit rate 0.59% among 350,000; activity change, negative = inhibition, % at 57.5 µM; Relaxin receptor 1 (Homo sapiens), Q9HBX9;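 active = activity change of -60% or lower, but not beyond a set lower limit; inconclusive = change between -60% and -40%, or beyond the set limit; inactive = change above -40%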; also: % is scaled to controls: 0 for no effect and ±100 for the full control effect
Anesthetic bind: qHTS Assay for Identification of Novel General Anesthetics; Ferritin light chain (Equus caballus), P02791; apoferritin/1-aminoanthracene competitive binding, fluorescence; Potency, µM (highest dose often 77.5 µM), for the others: at the highest dose activity change, negative = displacement, hits mostly inhibitors; hit rate 0.074% among 350,000; AID 485281, 2010; also: potency is read from the fitted curve at half-maximal effect; % is scaled to controls: 0 for no effect and ±100 for the full control effect; nearly all actives have a fitted effect of over 20% in size
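Steps: apoferritin (10 uM) was premixed with half-saturated 1-AMA in PBS, compounds were pin-transferred, plates stood 10 min at room temperature, fluorescence was read at 380/535 nm, and curves were fitted with a Hill equation.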
D1 PAM: Potentiators of Human D1 Dopamine Receptor: qHTS. D(1A) dopamine receptor (Homo sapiens), P21728. HEK293 TREx D1 cells, calcium flux, dopamine EC20 potentiation. potentiation, % at 10 µM. hit rate 0.036% among 360,000; in the data active = potentiation above about 30%; also: 0% is about no effect
D1 antag: Antagonist of Human D 1 Dopamine Receptor: qHTS. D(1A) dopamine receptor (Homo sapiens), P21728. HEK293 TREx D1 cells, calcium flux, dopamine EC80; active compounds read low. activity change, negative = inhibition, % at 10 µM. hit rate 3.2% among 360,000. AID 504652, 2011; in the data active = activity change below about -30%; also: % is scaled to controls: 0 for no effect and ±100 for the full control effect
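Antagonism measured as reduced calcium response to an EC80 dopamine addition following 180 s compound pre-read; cells were inducible HEK293 Trex D1 plated overnight at 30 C, read kinetically at 1 cycle/sec.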
* hit, by the source's call; u = inconclusive; x = no result given. Unless noted, calls follow the shape of the dose curve; as a rule, active = well fitted curve in the direction sought with a large enough effect; inconclusive = small, poorly fitted or top-dose-only effect, or another doubt; inactive = no such curve, though single readings can be large; an effect the other way counts as inactive or inconclusive. These rows are one share of the data. The share of hits here may be higher or lower than overall.

SMILES	D1 ag	D2 potentiator	RXFP1 ag	TRHR ag	TRHR PAM	RXFP1 antag	Anesthetic bind	D1 PAM	D1 antag
COc1ccc(S(=O)(=O)NCc2ccco2)cc1-c1nnc2c3ccccc3c(C)nn12	2	-5	21%	-0.3	19	19	-9%	-2	42
COc1cc(/C=C2/C(=O)N(c3ccc(C)c(C)c3)N=C2C)cc([N+](=O)[O-])c1O	-1	11	-1.4%	-0.7	-3	-4	-10%	-5	-16
CCC(C)n1c(=N)c(S(=O)(=O)c2ccc(C)cc2)cc2c(=O)n3cc(C)ccc3nc21 (stereo unspecified)	2	7	3.2%	0.4	-7	x	0%	0	0
Cc1ccc(S(=O)(=O)NCCOc2nc(N(C)C)nc(N3CCOCC3)n2)cc1	1	0	-0.1%	0.0	9	-8	2%	-3	-1
Cn1cc(Cl)c(C(=O)OCC(=O)Nc2cccc(Cl)c2)n1	6	9	-4.0%	0.9	-2	-10	-19%	5	1
O=C(c1cccc(Cl)c1)N(Cc1ccco1)Cc1ccccc1Cl	7	-12	-0.9%	1.5	-8	-25	-1%	-1	-4
CN(Cc1ccccc1)C(=O)CCC1CCN(C(=O)CC2=CCCCC2)CC1	0	x	-0.9%	1.9	-6	-2	-15%	2	5
COc1ccc(CCNS(=O)(=O)c2ccc(OC)cc2)cc1	6	1	-0.8%	-1.5	1	3	u	-6	-9
Cc1cc(Nc2ccc(N(C)C)cc2)n2ncnc2n1	5	6	-0.6%	0.2	8	-11	-7%	-1	-3
CCCOc1ccc(C(=O)Nc2sc3c(c2C(=O)OCC)CCCCC3)cc1	-1	-1	-1.0%	0.1	5	-1	-8%	-1	-31*
CCOc1ccc(/C=N/NC(=O)CSc2n[nH]c(=O)[nH]c2=O)cc1OC	4	-2	-1.4%	-0.1	5	-1	-5%	-8	-18
CCOC(=O)c1coc(CNC(=O)c2c(C)oc3c2CCCC3)c1	9	-11	-0.2%	-0.2	-9	-3	-13%	-3	-19
O=C(CSc1nc(C2CCCCC2)nc2ccccc12)N1CCCC1	3	9	4.3%	-0.3	5	-5	-17%	-9	5
Cc1noc(C)c1S(=O)(=O)N1CCC(C(=O)N2CCN(c3ccc(F)cc3)CC2)CC1	3	-5	-2.6%	0.1	-4	5	-14%	-6	0
COCCN(CC(=O)Nc1cccc(C)c1C)C(=O)c1cc2ccccc2cc1OC	0	5	2.7%	-0.3	-3	1	x	-8	3
CCOc1cc(/C=N/Nc2cccc(C(=O)O)c2)ccc1OC(=O)c1ccccc1	6	1	0.8%	-0.8	6	-75*	-16%	x	6
C=CCOc1ccc2ccccc2c1CNc1ncn[nH]1	1	5	-0.5%	0.8	-1	0	-10%	14	-7
CC(C)=CC(=O)OCC(=O)Nc1ccc(F)cc1Cl	-1	-1	2.3%	-0.2	-3	3	u	-4	0
O=C(Nc1ccc(Cl)cc1)OCc1ccccn1	12	-9	-3.3%	0.0	-3	-7	-10%	-3	-15
Cc1cn(COC/C=C/c2ccccc2)c(=O)[nH]c1=O	4	5	0.4%	1.3	15	-34	-8%	-9	0
S=c1[nH]nc(C2CCCCC2)n1/N=C/c1cccc(Cl)c1Cl	4	5	1.1%	0.5	16	-29	-22%	-3	0
CC(C)Cc1cc(C(=O)N2CCN(c3ccc(F)cc3)CC2)no1	7	-1	1.3%	-0.2	-1	0	-17%	-7	-10
Cc1ccc2nc(NC(=O)c3ccc4c(c3)OCO4)sc2c1	-1	-11	-0.4%	0.7	-3	-19	-11%	2	5
Cc1cccnc1NC(=O)c1c(O)c2cccc3c2n(c1=O)CCC3	5	8	4.4%	-0.1	-4	8	-14%	-1	20
Cc1cccc(C)c1N(CC(=O)NCc1ccc(F)cc1)C(=O)c1csnn1	1	-2	0.3%	-1.6	1	-1	-13%	-11	15
Cc1ccc(CN2C(=O)c3ccccc3C2C(=O)NCC2CCCO2)cc1 (stereo unspecified)	3	19	0.2%	-0.7	-3	-8	-7%	-1	0
Cc1ccc(Cl)cc1NC(=O)COC(=O)CC1CCCCC1	9	4	-3.3%	0.3	10	0	x	x	-2
COC(=O)Cc1ccc(NC(=S)N2CCN(c3ccccn3)CC2)cc1	11	x	0.4%	0.6	0	10	-7%	-4	-17
Cc1cc(Br)ccc1NC(=O)c1coc(=O)c2ccccc12	1	-2	-1.0%	-3.1	2	-6	-10%	-1	-1
COc1cc(S(=O)(=O)n2ccc(C)n2)ccc1Cl	6	12	1.4%	1.2	1	8	-11%	4	-7
Cc1nc(N)c(S(=O)(=O)c2ccccc2)c(Nc2ccc(Br)cc2)n1	-1	-8	9.2%	1.3	11	x	3%	1	2
COc1ccc(C(=O)N2CCCC(N3CCN(c4ccccc4OC)CC3)C2)c(OC)n1 (stereo unspecified)	4	-12	-1.3%	-0.3	-5	-8	-8%	5	9
Nc1c(NC(=O)CC[n+]2ccccc2)cccc1[N+](=O)[O-]	2	21	0.9%	0.9	1	-4	-12%	-3	9
Cc1cccc(CCNc2nc3ccc(C)cc3n3cnnc23)c1	0	-16	15%	-0.2	5	8	-5%	-1	-21
CCCc1nc(SCC(=O)Nc2nc3c(s2)CCCC3)c2ccccc2n1	3	-3	8.0%	0.2	2	1	-18%	-1	-6
COC(=O)c1sc(N(C)C)c(C#N)c1-c1ccccc1	0	1	10%	-0.4	-3	-8	3%	-2	-6
O=[N+]([O-])c1cccc(/C=N/N2CCN(Cc3ccccc3)CC2)c1	-1	x	-1.2%	0.1	-3	-9	-18%	-4	-30
COc1ccc(NC(=O)CCc2c(C)nc3c(-c4ccccc4)c(C)nn3c2C)cc1Cl	5	-4	-1.0%	0.1	4	x	-3%	-2	-19
Cc1cc(C)cc(NC(=O)c2cc(S(=O)(=O)N3CCCCCC3)cn2C)c1	2	-4	7.0%	-0.6	0	x	-14%	2	19
COc1ccc(C(=O)OC/C(O)=C(\C#N)c2nc3ccccc3[nH]2)cc1S(=O)(=O)N1CCOCC1	2	-1	-1.1%	0.1	-1	-4	-5%	-2	9
CC(CC(=O)O)Nc1ccccc1O (stereo unspecified)	2	7	0.8%	0.7	1	-10	-6%	-1	7
Cc1ccc(CNC(=O)C2COc3ccccc3O2)cc1 (stereo unspecified)	1	-6	-0.6%	-1.9	-1	-9	-5%	-9	-19
CCC1(c2ccccc2)NC(=O)N(Cc2ccc(C(=O)OC)cc2)C1=O (stereo unspecified)	3	-2	0.8%	-0.5	-3	-1	-5%	2	-24
CC(C)CNC(=S)N(CCN(C)C)Cc1cc2cc3c(cc2[nH]c1=O)OCO3	7	1	2.7%	0.2	10	-4	-2%	1	-9
CC(=O)N1CCOc2ccc(S(=O)(=O)NC(C)c3ccccc3)cc21 (stereo unspecified)	2	-10	0.9%	0.7	-8	20	-9%	-7	-7
O=C1/C(=C/c2ccco2)SC(=S)N1C1CCS(=O)(=O)C1 (stereo unspecified)	14	0	0.7%	-0.5	11	1	-8%	0	-14
CCC12CN3CC(C)(CN(C1)C3c1ccccc1C)C2=O (stereo unspecified)	3	0	1.6%	-0.4	-3	1	-10%	-1	11
Cc1ccc(OCCCCn2nnc3sc4c(c3c2=O)CCCC4)cc1	9	x	-1.1%	2.7	1	-2	-11%	0	7
COc1cc(OC)cc(C(=O)N[C@H](C(=O)NCc2cccs2)C(C)C)c1	2	-1	3.9%	-0.8	6	-17	-14%	0	3
Cc1oc(-c2ccccc2)cc1C(=O)Nc1cccc(/C=C\C(=O)O)c1	2	-11	1.1%	0.6	1	3	2%	-3	0
O=C(COc1ncnc2scc(-c3ccccc3)c12)NC1CCCc2ccccc21 (stereo unspecified)	4	-7	0.5%	-0.1	-4	x	-6%	-1	-3
COc1ccc(C2NC(=O)N(C)C(C)=C2[N+](=O)[O-])cc1 (stereo unspecified)	2	6	-0.8%	0.4	-9	6	-16%	-6	-9
O=C(NC1CCS(=O)(=O)C1)c1ccc(-c2ccc(Br)cc2)o1 (stereo unspecified)	22	13	5.6%	-0.6	-3	15	-20%	-10	-7
COc1ccc(NC(=O)CSc2nnc(C3CC3)n2C)cc1S(=O)(=O)N1CCOCC1	1	1	0.5%	0.1	14	-2	x	4	-2
Cc1nn(-c2ccccc2)c(OC(=O)c2cccs2)c1S(=O)(=O)c1ccccc1	2	-1	1.4%	-0.7	0	2	-15%	-9	-23
COCCN(C(=O)CNC(=O)c1ccco1)C(C(=O)NC1CCCCC1)c1cccs1 (stereo unspecified)	0	8	0.6%	-0.2	1	4	-2%	5	5
O=C(Nc1ccc2c(c1)OCCO2)c1ccc(Br)c(S(=O)(=O)N2CCOCC2)c1	3	-1	-1.0%	-0.3	1	-12	u	-3	-15
Cn1c(=O)c2cc(S(=O)(=O)N3CCC(c4ccccc4)CC3)ccc2n(C)c1=O	1	2	-0.8%	-1.0	-11	-7	4%	12	-11

Assay outcomes (PubChem BioAssay)
